TDP1 inh = blocks human tyrosyl-DNA phosphodiesterase 1; Potency, µM (titrated, usually from 130 µM), for inactives: at the top dose activity change, negative = inhibition, actives largely listed as inhibitors; 0.28% of 350,000 active; Q9NUW8; recombinant TDP1, AlphaScreen DNA substrate cleavage; AID 485290; further: nearly all actives have a fitted effect of over 40% in size
Target sequence (Q9NUW8 whole entry, looked up): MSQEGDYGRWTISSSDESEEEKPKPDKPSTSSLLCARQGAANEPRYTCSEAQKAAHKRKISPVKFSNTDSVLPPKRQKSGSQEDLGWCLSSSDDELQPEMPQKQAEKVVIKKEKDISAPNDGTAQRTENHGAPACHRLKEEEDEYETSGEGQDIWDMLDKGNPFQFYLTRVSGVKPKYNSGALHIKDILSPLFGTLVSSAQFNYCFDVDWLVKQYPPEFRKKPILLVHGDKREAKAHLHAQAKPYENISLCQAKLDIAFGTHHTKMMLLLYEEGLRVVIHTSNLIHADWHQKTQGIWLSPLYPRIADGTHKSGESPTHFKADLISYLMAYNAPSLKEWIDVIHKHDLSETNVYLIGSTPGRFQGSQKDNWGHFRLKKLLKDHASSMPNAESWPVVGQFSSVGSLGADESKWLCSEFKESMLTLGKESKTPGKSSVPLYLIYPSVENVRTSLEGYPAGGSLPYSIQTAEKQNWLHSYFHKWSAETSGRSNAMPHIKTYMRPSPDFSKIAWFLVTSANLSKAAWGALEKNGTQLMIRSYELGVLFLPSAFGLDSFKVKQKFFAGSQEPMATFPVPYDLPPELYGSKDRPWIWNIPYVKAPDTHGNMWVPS
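Recombinant human Tdp1 (E. coli-expressed, 1 nM final) preincubated with compounds 15 min at room temperature, then 5'-biotin/3'-phosphotyrosine-FITC DNA substrate (15 nM final) added for 5 min. AlphaScreen beads (10 ug/ml final) added 10 min; cleavage lowers signal.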
DT40 TDP1 CPT = DT40-hTDP1 cell growth loss with CPT. chicken DT40 Tdp1-/-;hTDP1 cells + 20 nM CPT, ATP luminescence, 48 h. 12% of 420,000 active. Potency, µM (titrated, usually from 46.2 µM), without a hit: at the highest dose activity change, negative = growth inhibition, actives largely listed as inhibitors; further: nearly all actives have a fitted effect of over 55% in size
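Chicken DT40 Tdp1-/- cells complemented with human TDP1, 400 cells/well, exposed to compounds plus 20 nM camptothecin for at least 48 h at 37 C; viability read as ATP content by CellTiter-Glo luminescence.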
TDP1 cell noCPT = qHTS for Inhibitors of human tyrosyl-DNA phosphodiesterase 1 (TDP1): qHTS in cells in absence of CPT. Potency, µM (doses to about 46.2 µM), inactives show top-dose activity change, negative = growth inhibition, most hits filed as inhibitors. DT40 Tdp1-/- hTDP1 cells, no CPT, ATP luminescence, 48 h. 15% of 420,000 active; further: nearly all actives have a fitted effect of over 55% in size
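Stably hTDP1-transfected Tdp1-null chicken DT40 cells were treated with library compounds minus camptothecin and grown for at least 48 hr at 37 °C, after which cellular ATP was quantified by luminescence.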
* = called active by the depositor; ? = inconclusive; · = not tested or not shown; & = joins results of further samples; ! = not confirmed by another sample; [ ] = remark or other dose. The call rests on the fitted dose curve; in most records, active means well fitted curve in the direction sought with a large enough effect; inconclusive means small, poorly fitted or top-dose-only effect, or another doubt; inactive means no such curve, though single readings can be large; an effect the other way counts as inactive or inconclusive. On the % scale 0 is the no-effect control and ±100 the full control effect; potency means the concentration at half of the fitted maximal effect.

SMILES | TDP1 inh | DT40 TDP1 CPT | TDP1 cell noCPT
O=C1C[C@H](c2ccc(O)cc2)Oc2cc(O[C@@H]3O[C@H](CO)[C@@H](O)[C@H](O)[C@H]3O)cc(O[C@@H]3O[C@H](CO)[C@@H](O)[C@H](O)[C@H]3O)c21 | 0% | 7% | 3%
Cc1ccccc1N(C(=O)Cn1nnc(-c2cccs2)n1)C(C(=O)NCCC(C)C)c1ccco1 (stereo not drawn) | 7% | ? | ?
CC(C)(NS(=O)(=O)OCC(Cl)(Cl)Cl)c1ccccc1 | · | -23% | -4%
COc1cccc(C(=O)Nc2ccncc2)c1OC | · | ? | ?
Cc1ncc(CSCC(=O)Nc2cc(C(F)(F)F)ccc2Cl)c(CO)c1O | · | 9% | ?
O=C(Nc1ccccc1C(F)(F)F)c1cc(S(=O)(=O)N2CCC3(CC2)OCCO3)ccc1F | 2% | -8% | -14%
CCOC(=O)[C@@H]1[C@H]2COc3ccc(Br)cc3[C@H]2N2C(=O)N(c3cccc(F)c3)C(=O)[C@]12C | · | ? | ?
CC(NC(=O)c1cc(COc2ccccc2)on1)c1nccs1 (stereo not drawn) | 5% | ? | -20%
COc1cccc(CNc2nc3cc(-c4ccccc4C)sc3c(=O)n2C)c1 | · | 21µM* | 23µM*
O=C(c1ccc(COc2ccccc2Cl)o1)N1CCN(Cc2ccc3c(c2)OCO3)CC1 | 7%&-2% | 16µM*! | 21µM*
CCCCc1cc(=O)oc2cc(C)cc(O)c12 | -4% | ? | ?
COc1ccc(O)c(/C=N/NC(=S)Nc2cccc(S(=O)(=O)N(C)C)c2)c1 | 3% | 6.5µM* | 6.5µM*
COc1ccc(NS(=O)(=O)c2ccc(C)c(C(=O)NCc3ccccc3CN3CCCC3)c2)cc1 | · | ? | ?
COc1ccc(C(C(=O)NC2CCCCC2)N(Cc2ccco2)C(=O)c2snc(C(N)=O)c2N)cc1 (stereo not drawn) | 2% | ? | ?
Cc1nn(-c2ccccc2)c(Cl)c1C(=O)NCCN(C)C | -5% | -3% | 10%
Clc1ccc(CSc2nccn2Cc2ccccc2)cc1 | 4% | ? | 16µM*
Cc1cccc(S(=O)(=O)c2c(N)n(-c3ccccc3)c3nc4ccccc4nc23)c1 | -3% | ? | ?
CCN1CCCC1CNCC(=O)Nc1ccc(OC(F)(F)F)cc1 (stereo not drawn) | · | -24% | -8%
CC(CC(=O)N1CCN(C(=O)c2ccccc2)CC1)c1ccccc1 (stereo not drawn) | · | 6% | -2%
N#C/C(=C\c1ccncc1)C(N)=O | -1% | -10% | 3%
CC(=O)Nc1ccc(NC(=O)C(C)OC(=O)c2ccc(C)s2)cc1 (stereo not drawn) | 5% | -6% | -27%
Cc1ccc(/C=C(\NC(=O)c2ccccc2)C(=O)NC(Cc2ccccc2)C(=O)O)cc1 (stereo not drawn) | 0% | 1% | 9%
COc1ccc(NC(=O)CSc2nc3[nH]ncc3c(=O)[nH]2)cc1OC | -7% | -8% | -3%
COc1cc(C(=O)Nc2cccc(C)n2)ccc1OCC(=O)N1CCOCC1 | 0% | 4% | 19%
CNNC(=S)NC1CC2CC1C1C=CCC21 (stereo not drawn) | 6% | -15% | -7%
COc1ccc(NC(=O)CN2CCN(S(=O)(=O)c3ccc(C(C)C)cc3)CC2)cc1OC | 5% | -26% | ?
CCCCN(C=O)c1c(CC)nc2c(OCc3ccccc3C)cccn12 | · | 15µM* | ?
CCCCC(=O)Nc1nc2c(s1)COc1ccccc1-2 | · | -10% | ?
c1ccc(Cn2ncc3c(N4CCCCC4)ncnc32)cc1 | 6% | ? | ?
CCC(C)(C)C1CCC(=NNS(=O)(=O)c2ccc(C)c([N+](=O)[O-])c2)CC1 (stereo not drawn) | 5% | -26% | -26%

Already shown: 12 of the compounds above.
SMILES | TDP1 inh | DT40 TDP1 CPT | TDP1 cell noCPT
CC(CC(=O)N1CCN(C(=O)c2ccccc2)CC1)c1ccccc1 (stereo not drawn) | · | 6% | -2%
N#C/C(=C\c1ccncc1)C(N)=O | -1% | -10% | 3%
CC(=O)Nc1ccc(NC(=O)C(C)OC(=O)c2ccc(C)s2)cc1 (stereo not drawn) | 5% | -6% | -27%
Cc1ccc(/C=C(\NC(=O)c2ccccc2)C(=O)NC(Cc2ccccc2)C(=O)O)cc1 (stereo not drawn) | 0% | 1% | 9%
COc1ccc(NC(=O)CSc2nc3[nH]ncc3c(=O)[nH]2)cc1OC | -7% | -8% | -3%
COc1cc(C(=O)Nc2cccc(C)n2)ccc1OCC(=O)N1CCOCC1 | 0% | 4% | 19%
CNNC(=S)NC1CC2CC1C1C=CCC21 (stereo not drawn) | 6% | -15% | -7%
COc1ccc(NC(=O)CN2CCN(S(=O)(=O)c3ccc(C(C)C)cc3)CC2)cc1OC | 5% | -26% | ?
CCCCN(C=O)c1c(CC)nc2c(OCc3ccccc3C)cccn12 | · | 15µM* | ?
CCCCC(=O)Nc1nc2c(s1)COc1ccccc1-2 | · | -10% | ?
c1ccc(Cn2ncc3c(N4CCCCC4)ncnc32)cc1 | 6% | ? | ?
CCC(C)(C)C1CCC(=NNS(=O)(=O)c2ccc(C)c([N+](=O)[O-])c2)CC1 (stereo not drawn) | 5% | -26% | -26%

Next section:
SMILES | TDP1 inh | DT40 TDP1 CPT | TDP1 cell noCPT
CC(C)(CO)NC(=O)C(c1ccccc1)c1ccccc1 | 2% | -3% | -10%
COc1ccc(CC(=O)OCn2nnc3ccccc3c2=O)cc1OC | · | 2% | 14%
CC1CCN(c2nc3ccc(C(=O)NCCCN4CCCCC4C)cc3s2)CC1 (stereo not drawn) | · | ? | ?
CSc1cccc(NC(=S)N2CCC(N(C)C3CCCCC3)CC2)c1 | 8% | 2% | ?
Cc1ccc(-c2nc(SCC(=O)NCC3CCCO3)c(-c3ccccc3)[nH]2)cc1 (stereo not drawn) | -4% | ? | ?
COc1ccc(CN2CCC3(CCC(CNC(=O)c4ccnn4C)O3)CC2)c(C)c1C (stereo not drawn) | · | -29% | ?
CCC1=C(c2ccc(C)cc2)S(=O)(=O)N=C1N1CCC(C(=O)N2CCCCC2)CC1 | 10% | -30% | ?
Cc1ccc(NC(=S)N(CCCN2CCOCC2)Cc2ccco2)cc1 | 2% | -2% | 5%
C[C@@H]1NC(=O)c2cc([N+](=O)[O-])cc(F)c2NCCC[C@@H](C(N)=O)NC(=O)[C@H](CC(N)=O)NC1=O | -3% | 12% | 15%
CC(=O)c1c(C)[nH]c(C(=O)Nc2cccc(C)n2)c1C | 4% | -6% | 2%
O=C(c1cc(-c2ccc(F)cc2)on1)N1CCCCCC1 | 10% | 3% | -21%
COc1ccccc1C1C(C(=O)c2sc(C)nc2C)=C(O)C(=O)N1CCN1CCOCC1 (stereo not drawn) | 0% | 6% | -7%
Clc1ccc(/C=C/c2ccc3ccccc3n2)c(Cl)c1 | · | -6% | ?
O=C(CSc1nc2ccccc2[nH]1)NC1CCS(=O)(=O)C1 (stereo not drawn) | 5% | 6% | 0%
CCN(CC)c1ccc(C(=O)NNC(=O)C2CSC3(C)CCC(=O)N23)cc1 (stereo not drawn) | 2% | -4% | 4%
Cc1nc2ccc(C(=O)N/N=C/c3ccccc3O)cc2[nH]1 | -10% | ? | ?
COC(=O)c1ccc(NC(=O)CSc2nnc(COc3c(C)cccc3C)o2)cc1 | 0% | -10% | 0%
CC(=O)c1ccc(N2CCN(C(=O)CCS(=O)(=O)c3ccc4c(c3)NC(=O)CS4)CC2)cc1 | 2% | 18µM* | ?
O=C(CN1C(=O)NC2(CCCC2)C1=O)NNC(=O)c1ccc(Br)cc1 | -12%[0.505 µM] | -28% | -19%
COc1cccc(CNC(=O)c2ccc3c(c2)sc2nc(-c4ccccc4)cn23)c1OC | 4% | 9.2µM* | 5.8µM*
CCCc1nc2ccc(Cl)cn2c1Cc1ccsc1 | · | 21µM* | 13µM*
CCOC(=O)c1c(NC(=O)CN2CCCCC2)sc(C)c1C | 3% | ? | ?
CCOC(=O)n1c(=O)n(C)c2ccc(Cl)cc21 | 3% | -3% | ?
COc1cccc(-c2cc(C(=O)Nc3cc(OC)c(OC)c(OC)c3)no2)c1 | 2% | 12µM* | 9.2µM*
O=S(=O)(NCC(c1cccnc1)N1CCN(Cc2ccccc2)CC1)c1cc(F)ccc1F (stereo not drawn) | 4% | ? | -26%
CCOC(=O)N1CCN(S(=O)(=O)c2cccc3ccc(C)nc23)CC1 | 3% | -12% | -17%
CCCS(=O)(=O)NC(=O)C1(C)CCCN(C(=O)c2cc3ccccc3s2)C1 (stereo not drawn) | · | -10% | -1%
O=C(CSc1nccc(=O)[nH]1)NC1CCCCCC1 | 1% | 3% | 0%
COc1ccccc1-n1cnc2c(c1=O)c1nc3ccccc3nc1n2CCc1ccccc1 | -3% | 21µM* | 16µM*
Cc1cc(S(=O)(=O)n2cnc3cc([N+](=O)[O-])ccc32)ccc1Cl | 3% | -19% | -6%
Cc1cc(NC(=O)CCC(=O)N(CC(=O)NCC2CCCO2)c2ccc3c(c2)OCCO3)no1 (stereo not drawn) | 4%[56.1 µM] | -5% | -1%
COc1cc2c(cc1NC(=O)C(C)Sc1ccc(NC(C)=O)cc1)oc1ccccc12 (stereo not drawn) | 5% | ? | ?
COc1cccc(C(NC(C)=O)c2nc(-c3cccc(C(=O)O)c3)cs2)c1 (stereo not drawn) | · | -23% | 11%
Cc1ccc(CNC(=O)CSc2c(C(C)C)cnc3c2c(=O)n(C)c(=O)n3C)cc1 | 5% | 15µM* | 26µM*
CCCn1nc2cc(C(=O)NC3CCCc4ccccc43)ccc2c1OCC (stereo not drawn) | -4% | -28% | ?
O=C(/C=C/c1ccc(Cl)cc1Cl)NC(=S)Nc1ccccn1 | 7% | -26% | ?
CN(C)c1cccc(C(=O)Nc2cc(C(F)(F)F)ccc2-n2cnc3ccccc32)c1 | 3% | -6% | -6%
Cc1nc(SCC(=O)NCCc2ccc(Cl)cc2)nc(C)c1C | -3% | 0% | 0%
CC(=O)Nc1ccc(NC(=O)C(C)Sc2nnc(C3CC3)n2-c2ccccc2)cc1 (stereo not drawn) | 2% | 3% | 11%
CCOc1ccc(C(=O)Nc2nnc(SCC(=O)NCC3CCCO3)s2)cc1OCC (stereo not drawn) | 2% | -17% | -12%

In another format: entries from further up
Below each compound – TDP1 inh	DT40 TDP1 CPT	TDP1 cell noCPT
- Cc1cc(NC(=O)CCC(=O)N(CC(=O)NCC2CCCO2)c2ccc3c(c2)OCCO3)no1 (stereo not drawn)
→ 4%[56.1 µM]	-5%	-1%
- COc1cc2c(cc1NC(=O)C(C)Sc1ccc(NC(C)=O)cc1)oc1ccccc12 (stereo not drawn)
→ 5%	?	?

Other records follow:
SMILES | TDP1 inh | DT40 TDP1 CPT | TDP1 cell noCPT
Cc1nn(-c2ccccc2)c2sc(-c3n[nH]c(=S)o3)cc12 | 8% | ? | ?
Cc1nn(CC(=O)OCC(=O)Nc2ccccc2[N+](=O)[O-])c(C)c1[N+](=O)[O-] | 0% | ? | -20%
Cc1ccc(S(=O)(=O)N(C)C)cc1NC(=O)c1cccs1 | 9% | -7% | ?
CN(C)S(=O)(=O)c1cccc(NC(=O)CCCC2CCCCC2)c1 | · | -11% | -13%
COc1ccc(C2N(c3ccc(OC)cc3)C(=O)C3CCCN32)cc1 (stereo not drawn) | 0% | -10% | 0%
CC(c1ccccc1)N(NC(=O)C(O)(c1ccccc1)c1ccccc1)C(=O)c1ccccc1 (stereo not drawn) | -3% | ? | ?
OCCCNc1ncnc2c1[nH]c1ccccc12 | · | -10% | -16%
Cc1cc(C)c(NS(=O)(=O)c2cc(-c3cnc(C4CC4)o3)ccc2C)c(C)c1 | -6% | -21% | ?
COc1ccc(NCC(=O)N/N=C/c2c(C)nn(Cc3ccccc3)c2Cl)cc1 | 12% | -20% | ?
CCC(C)NC(=O)c1cnn(-c2ccc(Cl)cc2)c1C1CCN(C(=O)OC(C)(C)C)CC1 (stereo not drawn) | 0% | ? | ?
COC(=O)c1ccc(CSc2nc3c(c(=O)n2-c2ccccc2)SCC3)o1 | 3% | ? | ?
CCOc1cc(CNC2CCCC2)cc(Cl)c1OCc1ccccc1 | -2% | ? | ?
CC(C)S(=O)(=O)NC(=O)C1(C)CCN1C(=O)Cc1ccccc1 (stereo not drawn) | · | 7% | -11%
Cc1cccc(NC(=O)CN2CCN(C(=O)C3CCN(C(=O)/C=C/c4ccccc4)CC3)CC2)c1C | 0% | 16µM* | ?
COc1ccc(NC(=O)CN2C(=O)C(c3ccccc3)=NC23CCCCCC3)cc1 | 1% | ? | ?

From PubChem BioAssay

Compounds as they come, and some 18% of all compounds hit somewhere here.
